Tn6 DDE FP – inhibitors of Tn6 peptide binding to human fibrin DD(E) | actives 0.21% (n = 370,000) | AID 720509 | inhibition, % at 8.3 µM | Fibrin DD(E) TRITC-Tn6 fluorescence polarization displacement | P02675;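 active means inhibition above a per-campaign cutoff: mean of compounds within control limits plus 3 SD, cut at about 15% in these data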;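 further: 0% = median of all compound wells on the plate and 100% = blocking peptide control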
UHRF1 binding – human UHRF1 methylated DNA binding inhibitors; UHRF1 binding to methylated oligo, TR-FRET; actives 0.75% (n = 370,000); AID 687016; inhibition, % at 4.4 µM; Q96T88; in the data active means inhibition above about 21%;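 further: UHRF1 SRA domain binding a hemimethylated CpG hairpin DNA probe; 0% = median of test compound wells and 100% = reference inhibitor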
Tn7 DDE FP – disrupts Tn7 cyclic peptide binding to fibrin D-Dimer-E complex; P02675; FP displacement of FITC-Tn7 peptide from fibrin DD(E); 0% = median of compound wells per plate; AID 720508; actives 0.13% (n = 370,000); inhibition, % at 8.3 µM;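 active means inhibition above the mean of compounds falling within the control limits plus 3 SD of them, cut at about 14% in these data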;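 further: 0% = plate median of compound wells and 100% = 10 µM Aha-Tn7 peptide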
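Assay system: Human clot-derived fibrin DD(E) complex | Buffer or medium: Tris/NaCl/CaCl2 buffer, pH 7.8 | Repeats: One replicate per compound | Benchmarks: Aha-Tn7 high control | Measure: % inhibition scaled between sample-field median and high-control FP | Schedule: 10 min plus 3 h, room temperature | Signal: Fluorescence polarization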
PLC-beta3 inh – blocks human PLC-beta3 enzyme activity. actives 0.18% (n = 370,000). Purified PLC-beta3, fluorogenic substrate, fluorescence. inhibition, % at 12.2 µM; in the data active means inhibition above about 11%;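 further: 0% = median of compound wells on plate and 100% = full blocker control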
ARFGAP1 inhibitor – inhibits rat ARF GTPase activating protein 1; Q62848; Arfgap1-stimulated ARF1 GTP hydrolysis, GDP FP detection; inhibition, % at 16.5 µM; actives 0.26% (n = 360,000);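 active means inhibition above a per-plate limit, mean inhibition of low control wells plus 3 SD, cut at about 25% in these data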;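 further: 0% = DMSO wells with enzyme and 100% = wells lacking Arfgap1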
Target sequence (Q62848 1-136 limits assumed): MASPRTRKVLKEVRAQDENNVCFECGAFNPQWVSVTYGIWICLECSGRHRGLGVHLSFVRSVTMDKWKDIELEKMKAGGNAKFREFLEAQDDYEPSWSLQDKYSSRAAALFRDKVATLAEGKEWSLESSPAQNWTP
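Material – truncated rat Arfgap1 GAP domain · Buffer or medium – HEPES-based buffer, pH 7.5 · Reagent – human ARF1(Δ1-17)-GTP substrate · Dosing – 16.5 µM single point, 1.26% DMSO · Schedule – GTP hydrolysis reaction 2 h at 25 °C · Technique – GDP detection by fluorescence polarization · Benchmarks – No-Arfgap1 wells (100%) versus DMSO full-reaction wells (0%) · Repeats – single replicate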
MBD2 inh – inhibitors of human MBD2 binding to methylated oligonucleotide. Q9UBB5. TR-FRET. inhibition, % at 4.4 µM. actives 0.31% (n = 370,000); in the data active means inhibition above about 13%
Target sequence (Q9UBB5 whole entry, looked up): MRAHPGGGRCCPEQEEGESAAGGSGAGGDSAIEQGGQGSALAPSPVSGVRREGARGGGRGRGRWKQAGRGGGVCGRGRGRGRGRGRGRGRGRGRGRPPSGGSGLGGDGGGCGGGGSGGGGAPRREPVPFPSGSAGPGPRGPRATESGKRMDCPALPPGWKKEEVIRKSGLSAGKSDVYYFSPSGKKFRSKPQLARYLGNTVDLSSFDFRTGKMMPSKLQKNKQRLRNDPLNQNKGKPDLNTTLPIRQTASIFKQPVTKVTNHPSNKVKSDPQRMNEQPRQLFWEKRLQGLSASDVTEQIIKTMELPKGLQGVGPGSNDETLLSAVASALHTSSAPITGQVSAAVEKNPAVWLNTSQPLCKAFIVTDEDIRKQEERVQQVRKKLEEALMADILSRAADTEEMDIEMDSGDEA
ADAM17 inh – inhibitors of human ADAM17 | AID 720648 | recombinant ADAM17, EDANS/DABCYL FRET peptide cleavage | P78536 | actives 0.83% (n = 370,000) | inhibition, % at 6.95 µM;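 active means inhibition above the mean of compounds lying between control limits plus 3 SD, set per campaign, cut at about 8.5% in these data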;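 further: 0% = DMSO-only wells as the low control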
PLC-gamma1 inh – blocks human PLC-gamma1 enzyme activity; P19174; purified PLC-gamma1, fluorogenic substrate, fluorescence; inhibition, % at 12.2 µM; actives 0.84% (n = 370,000); AID 720700; in the data active means inhibition above about 9.5%
proKLK7 act – activators of human kallikrein-7 zymogen; purified proKLK7, EDANS-DABCYL substrate fluorescence; 100% is mature enzyme control, 0% vehicle; activation, % at 7 µM; actives 0.9% (n = 370,000); AID 652039;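 active means activation above the mean of all tested compounds plus 3 SD, computed per campaign excluding outliers beyond control limits, cut at about 13% in these data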
ASAP1 GAP inh – inhibitors of human ASAP1 ArfGAP activity; Q9ULH1; ASAP1-stimulated ARF1 GTP hydrolysis, GDP FP detection; inhibition, % at 16.5 µM; actives 0.19% (n = 360,000); AID 624377; in the data active means inhibition above about 25%;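 further: 0% = vehicle with enzyme and substrate and 100% = no enzyme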
Target sequence (Q9ULH1 325-724 limits assumed): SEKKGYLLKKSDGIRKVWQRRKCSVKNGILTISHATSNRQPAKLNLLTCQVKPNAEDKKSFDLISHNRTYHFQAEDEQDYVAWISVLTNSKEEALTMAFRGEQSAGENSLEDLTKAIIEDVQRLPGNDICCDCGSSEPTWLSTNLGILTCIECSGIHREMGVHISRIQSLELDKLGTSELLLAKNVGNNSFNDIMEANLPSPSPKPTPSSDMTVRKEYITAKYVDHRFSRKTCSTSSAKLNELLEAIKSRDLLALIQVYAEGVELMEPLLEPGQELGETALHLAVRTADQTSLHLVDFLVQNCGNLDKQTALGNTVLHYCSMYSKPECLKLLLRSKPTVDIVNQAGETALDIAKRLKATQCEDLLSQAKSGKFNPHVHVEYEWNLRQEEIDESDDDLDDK
* = called active by the depositor; i = inactive; x = not tested or not shown.

SMILES	Tn6 DDE FP	UHRF1 binding	Tn7 DDE FP	PLC-beta3 inh	ARFGAP1 inhibitor	MBD2 inh	ADAM17 inh	PLC-gamma1 inh	proKLK7 act	ASAP1 GAP inh
CC1(C)CC(=O)C([N+](=O)[O-])=C(NCCCC(=O)O)C1	4	7	-1	1	22	2	-5	8	0.9	4
COc1ccc(OC)c(CCNC(=O)CCc2nnc3ccc(N4CCCCC4)nn23)c1	1	-2	3	-10	-2	-1	-5	-3	-0.5	18
O=c1cc(-c2ccccc2)c2cc3c(cc2[nH]1)OCCO3	-3	0	-9	-76	-1	-3	-76	-55	2.3	-5
CSC(=NS(=O)(=O)c1ccccc1)NNC(=O)c1c(-c2c(Cl)cccc2Cl)noc1C	5	-1	4	-2	2	2	-1	3	0.3	-14
COC(=O)c1ccc(CN2CCN(Cc3ccccc3)C(CCO)C2)cc1 (stereo not given)	-4	-1	-5	4	5	-1	1	3	0.5	-9
O=C(O)c1sccc1Oc1ccc(NS(=O)(=O)c2ccccc2)cc1	12	3	-1	-4	4	0	-7	1	0.3	-10
CCN(CC(=O)N1CCCCCC1)S(=O)(=O)c1ccc(Cl)cc1	-3	1	5	0	-7	6	-3	3	0.3	6
Cc1ccc(C)c(NC(=O)C(Sc2nc3ccc(C)cc3[nH]2)c2ccccc2)c1 (stereo not given)	0	-2	3	4	8	0	1	-1	-1.1	11
O=C(Nc1cccc(S(=O)(=O)N2CCOCC2)c1)C1CC1	-6	1	-3	-1	4	2	-2	-1	1.0	-9
CCOc1ccc(C(=O)N2CCCC(c3nc(-c4cccs4)no3)C2)cc1 (stereo not given)	-1	2	0	-6	1	3	-6	-4	-0.2	-3
Cc1ccc(Cl)cc1-c1cc(C(=O)NCC2CCCCC2)[nH]n1	0	0	7	4	2	-2	-1	-2	-0.1	-19
N#C/C(=C\c1ccc2c(c1)OCCO2)C(=O)Nc1nccs1	-6	-1	-8	-69	-3	-1	-41	-43	1.5	-1
Cc1ccc(NC(=O)Cn2cnc3c(=O)n(C)c(=O)n(C)c32)c(C)c1	4	1	-2	-1	3	6	-4	0	0.2	4
CCOC(=O)c1ccc(Nc2nc(-c3cccnc3)nc3ccccc23)cc1	0	2	-2	-188	14	-1	-14	-134	-9.4	-10
Cc1cccc(NC(=O)CSc2nc3ccccc3o2)c1	-9	3	-3	5	5	3	-1	3	-1.1	-2
COC(=O)c1ccccc1NC(=O)C(CCS(C)(=O)=O)NC(C)=O (stereo not given)	1	0	1	3	11	-1	-4	3	0.5	5
O=C(NC(=S)N1CCCCC1CO)c1cccs1 (stereo not given)	7	5	-2	1	12	0	6	1	-0.3	-2
O=C(COC(=O)c1cccc(Br)c1)NCCC1=CCCCC1	-10	8	-1	-15	12	9	-7	-2	0.6	-2
Cc1nc2ccc(NC3=NCCCCC3)cc2s1	3	3	-3	-4	9	-1	-6	-2	0.4	-2
CCOc1ccc(C(=O)CCC(=O)NC(CC(C)C)C(=O)OC)cc1 (stereo not given)	-1	1	-10	-1	-4	-6	3	-4	0.5	12
N#Cc1ccc(C(=O)Nn2cnnc2)cc1	-3	0	-7	-2	-4	-1	-1	2	-0.4	9
Cc1cc(C)n(CC(=O)N/N=C/c2cccs2)n1	-1	1	6	-1	-11	0	-4	-2	0.0	10
O=C(Nc1ncccn1)C12CC3CC(CC(C3)C1)C2	5	-2	-2	-4	-3	-1	1	-3	0.2	-3
Cc1ccc(N2CCN(S(=O)(=O)N3CCCCCC3)CC2)cc1Cl	-1	0	6	4	0	4	-4	1	0.5	6
CSc1cccc(NS(=O)(=O)c2ccc3c(c2)oc(=O)n3C)c1	1	1	5	1	0	1	0	1	0.6	-4
COc1ccc(-n2c(=S)[nH]c3cc(C(=O)NC4CCCCC4)ccc3c2=O)c(OC)c1	1	-2	-2	-7	2	-4	-2	0	0.3	1
O=C(Nc1ccccc1)c1nsnc1C(=O)Nc1ccccc1	-8	-2	0	4	5	-1	1	3	0.5	9
COc1cccc(C(=O)CC(=O)C(=O)Nc2cc(Cl)c(OC)cc2OC)c1	2	0	-2	-12	6	-6	0	-5	0.2	-7
CC(=O)c1ccc(NC(=O)C2CCN(S(=O)(=O)c3cccs3)CC2)cc1	-9	6	4	-16	-1	7	-3	3	0.0	-9
CC(C)CNS(=O)(=O)c1ccc(C(=O)Nc2ccc3c(c2)OCCO3)cc1	-6	1	1	3	-3	-2	-3	-1	0.3	-8
Cc1cc(N2CCN(CC(C)(C)O)C[C@H]2C)ccc1N1CCN(CC(C)(C)O)[C@H](C)C1	-4	1	5	-8	2	0	-3	-5	0.6	-4
Cc1nc(S/C(=C/c2ccc(-c3cc(Cl)ccc3C)o2)C(=O)O)n[nH]1	2	-3	-2	-18	-6	-4	-1	-7	-0.2	0
O=C(COC(=O)c1cccc(S(=O)(=O)N2CCCCCC2)c1)Nc1ccccc1C(F)(F)F	-3	-1	-1	2	12	-1	2	0	-0.2	2
COc1ccc(N(CC(=O)Nc2ccc(C)c(C)c2)S(=O)(=O)c2c(C)noc2C)cc1	2	3	0	-7	4	1	-4	-4	0.0	18
CS(=O)(=O)N(CCc1ccccc1)CC(=O)N1CCCC1	-8	0	-2	-7	6	1	-6	-1	-0.4	5
COc1ccccc1N1CCN(S(=O)(=O)CCNC(=O)c2cccc(F)c2)CC1	3	2	3	-5	-4	-4	-4	-3	-0.1	10
CN(Cc1ccco1)C(=O)c1cc2c(s1)-c1ccc(Cl)cc1S(=O)(=O)C2	2	-5	-2	-4	-2	0	-6	-1	0.1	13
CCOC(=O)c1cccc(NS(=O)(=O)c2ccc(NC(C)=O)cc2)c1	-4	6	-11	-2	19	-1	1	1	0.4	8
CCn1c(SCC(=O)Nc2ccc(NC(=O)c3cccs3)cc2)nnc1-c1cccnc1	-11	6	-1	2	-3	9	-4	-1	0.4	3
CC(c1ccc(N)cc1)c1cn(C)c2ccccc12 (stereo not given)	-8	2	4	-8	x	-2	2	1	0.5	x
COc1ccc(NC(=O)COC(=O)CCCC2=NS(=O)(=O)c3ccccc3N2)cc1	-1	5	-2	5	3	3	4	3	-0.7	-6
CC(=O)Nc1ccc(S(=O)(=O)N(C)CC(=O)NNC(=O)Cc2nc3ccccc3n2C)cc1	-11	-2	4	-5	-17	-2	-3	-4	-0.2	-4
COc1cccc(CN(CC2CCCO2)C(=O)c2cc3ccccc3oc2=O)c1 (stereo not given)	10	4	-3	-6	5	12	-6	1	0.8	7
CCn1c(CSCc2ccc(F)cc2)nnc1SCC(=O)N1CCN(c2ccccc2)CC1	1	-1	7	2	2	-6	7	4	0.7	-4
COc1ccc(C2C(C#N)C(C#N)N3CCCN23)cc1 (stereo not given)	-12	-1	-5	-27	4	0	-6	-20	0.8	4
Cc1cccc(C(=O)NCC(=O)NCC(c2ccco2)N2CCCCC2)c1 (stereo not given)	-7	0	-6	-7	2	-1	0	-4	0.3	0
COc1ccc(S(=O)(=O)N2CCCC(C(=O)NCc3ccc4c(c3)OCO4)C2)cc1 (stereo not given)	-3	-1	6	-6	-7	-4	-7	1	-0.1	1
COc1ccc(-c2cc3ccccc3s2)cc1[C@H]1[C@H]2C=CC[C@@H](C)[C@@H]2C(=O)N1Cc1ccccc1	-1	0	0	2	-4	1	0	0	-0.1	-21

Results in Tn7 DDE FP and ARFGAP1 inhibitor (four entries from above):
compound,Tn7 DDE FP,ARFGAP1 inhibitor
CCn1c(CSCc2ccc(F)cc2)nnc1SCC(=O)N1CCN(c2ccccc2)CC1,7,2
COc1ccc(C2C(C#N)C(C#N)N3CCCN23)cc1 (stereo not given),-5,4
Cc1cccc(C(=O)NCC(=O)NCC(c2ccco2)N2CCCCC2)c1 (stereo not given),-6,2
COc1ccc(S(=O)(=O)N2CCCC(C(=O)NCc3ccc4c(c3)OCO4)C2)cc1 (stereo not given),6,-7

The listing continues:
SMILES	Tn6 DDE FP	UHRF1 binding	Tn7 DDE FP	PLC-beta3 inh	ARFGAP1 inhibitor	MBD2 inh	ADAM17 inh	PLC-gamma1 inh	proKLK7 act	ASAP1 GAP inh
C=CCNCCCCOc1cccc(Br)c1	-8	6	2	7	11	8	-4	2	-0.5	9
O=C(c1ccc2[nH]c(=O)c(=O)[nH]c2c1)N1CCN(c2ccccc2)CC1	1	-3	0	-19	-13	-7	-10	-10	0.4	-3
Cc1ccccc1-c1ccccc1CN1[C@@H](C(C)C)COCCS1(=O)=O	14	2	3	-2	-6	-7	4	0	-0.2	-5
CCn1c(SCC(=O)Nc2ccccc2F)nnc1-c1ccoc1C	2	2	-5	-4	14	-5	0	2	0.6	-12
CCCCCCNC(=O)CCNC(=O)c1cc(OC)c(OC)c(OC)c1	-10	2	1	-6	7	8	-3	6	0.4	8
CCCN1CCS(=O)(=O)N(Cc2cn(Cc3ccccc3)nn2)C(C(=O)OC)C1 (stereo not given)	4	17	3	2	x	2	0	6	0.2	x
Cc1cc(S(=O)(=O)N2CCN(c3ncccn3)CC2)ccc1-n1cnnn1	-10	5	-3	2	7	2	-4	1	0.2	9
Cc1ccc(NCc2ccncc2)c(Br)c1	0	-1	-1	-1	-18	-2	2	0	0.6	10
O=S(=O)(Nc1ccc(Cl)cn1)c1ccc(F)cc1	1	-1	-10	-7	4	2	-1	-1	0.4	3
CC(C)Sc1sc(C(=O)O)c(-c2ccc(Cl)cc2)c1C#N	4	0	3	-1	-3	5	-5	-1	-3.9	-3
CCOc1ccc(/C=N/NC(=O)C2CCCC2)c(OCC)c1	0	-1	-7	-2	-3	-2	3	3	0.8	3
CN(C)S(=O)(=O)Oc1ccc(C(=O)Nc2cccc(C(F)(F)F)c2)cc1	0	0	-2	4	14	2	5	0	-0.1	0
CC1(C)Cc2nc3oc4c(=O)n(CC(=O)Nc5ccccc5)cnc4c3cc2CO1	8	-1	-1	-3	-6	1	-3	-3	-0.2	-1
Cc1cc(NC(=O)/C=C/c2ccco2)ccc1NC(=O)c1ccccc1	-5	2	5	9	11	8	-2	5	-0.2	4
Cn1nnnc1SCC(=O)c1ccco1	0	1	3	1	7	-4	-5	-2	-0.4	-2
COc1cccc(C(=O)Nc2ccc3nc4n(c(=O)c3c2)CCCC4)c1	1	2	0	-7	10	4	-6	1	-0.3	-8
C/C(=N\OCC(=O)NC12CC3CC(CC(C3)C1)C2)c1cc2ccccc2o1	1	-2	3	5	5	-1	-12	4	0.0	-2
COc1ccc(-c2cn3cccnc3n2)cc1NC(=O)c1ccc(Br)o1	-4	-6	-5	i	11	0	-199	-477	-12	16
